Source: PubChem
C diff HTS = C. difficile growth inhibitors, primary screen, HTS | Clostridium difficile clinical isolate growth, OD600, 24 h; hits give low values | growth activity, negative = inhibition, % at 16 µg/mL (by protocol) | 86,000 tested, 0.25% active | AID 1259249, 2017;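 active = mean growth activity at or below -80% and every replicate also at or below -80%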;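 also: 0% = DMSO wells and -100% = levofloxacin 16 µg/mL wells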
Pf Dd2 inh = P. falciparum Dd2 growth inhibitors, primary screen, SYBR Green fluorescence, single dose replicates. 72 h; hits give low values. activity change, % at 10 µM. 94,000 tested, 2.3% active. AID 1159554, 2015; in the data active = activity change below about -80%
T cruzi growth = T. cruzi intracellular proliferation inhibitors, primary screen, cell-based, beta-gal Tulahuen parasites, NIH3T3 host, luminescence | T. cruzi beta-gal in NIH3T3, GalScreen luminescence, 90 h | inhibition, % at 8.34 µM | 77,000 tested, 5.9% active | AID 624255, 2012;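 active = mean inhibition above about 93%, with at least 55% of replicates each passing it, limit read from the data, passing the limit was not always enough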
GASC1 inh = inhibitors of GASC-1 (KDM4C) histone demethylase, primary screen, biochemical, single concentration HTS | 96,000 tested, 0.15% active | GST-KDM4C 2-372, H3K9me3 peptide, LANCE TR-FRET | inhibition, % at 12.5 µM | Lysine-specific demethylase 4C (Homo sapiens), Q9H3R0;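 active = mean replicate inhibition above about 25%, with at least 55% of replicates also reaching it, limit read from the data, passing the limit was not always enough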
Target sequence (Q9H3R0 2-372 limits assumed): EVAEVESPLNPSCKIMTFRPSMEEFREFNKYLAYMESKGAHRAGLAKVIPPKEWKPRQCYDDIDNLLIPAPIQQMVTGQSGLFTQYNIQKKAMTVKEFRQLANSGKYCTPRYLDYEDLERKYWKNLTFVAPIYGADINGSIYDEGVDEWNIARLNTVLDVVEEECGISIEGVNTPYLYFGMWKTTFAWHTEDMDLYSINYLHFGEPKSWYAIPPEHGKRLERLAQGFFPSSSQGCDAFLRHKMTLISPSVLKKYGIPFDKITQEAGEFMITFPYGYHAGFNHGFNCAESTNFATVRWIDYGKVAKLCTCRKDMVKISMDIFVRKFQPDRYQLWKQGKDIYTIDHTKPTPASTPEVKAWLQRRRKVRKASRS
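System: N-terminal GST-fused human GASC-1 (KDM4C) fragment, residues 2-372; amount: enzyme final amount 10 nM; incubation: reaction 30 min RT, detection step 1 h RT; medium: HEPES buffer, pH 7.5, plus ascorbate; technique: LANCE TR-FRET, Eu antibody, ULight-streptavidin, EDTA, ex 340 nm, em 618/671 nm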
Starred values were filed as active, the others as inactive; · = not tested or not shown; & = joins results of further samples. No enrichment for hits. About 7.3% of those tested had a hit in this group.

[1] O=C(C[C@H]1C[C@@H]2c3cc(NC(=O)NC4CCCC4)ccc3O[C@@H]2[C@@H](CO)O1)NCc1ccccc1F
[2] COC(=O)C[C@@H]1CC[C@H]2[C@H](COc3ccc(NC(=O)Nc4cccc(Cl)c4)cc3C(=O)N2C)O1
[3] N#Cc1cccc(-c2ccc3c(c2)[C@H]2[C@H](CCN2C(=O)c2ccc4c(c2)OCO4)[C@H](CO)N3)c1
[4] CO[C@H]1CN(C)C(=O)c2ccc(NC(=O)Nc3cc(Cl)cc(Cl)c3)cc2OC[C@H](C)NC[C@@H]1C
[5] C[C@@H](NC(=O)C[C@@H]1C=C[C@H](NC(=O)Cc2ccccn2)[C@H](CO)O1)c1ccccc1
[6] CCCN1C[C@@H](C)[C@@H](OC)CN(C)C(=O)c2cc(NS(C)(=O)=O)ccc2OC[C@@H]1C
[7] C[C@H](CO)N1C[C@H](C)[C@H](CN(C)Cc2ccc3c(c2)OCO3)Oc2ccc(NS(C)(=O)=O)cc2CC1=O
[8] O=C(c1cccnc1)N1CC(=O)N2[C@H](C1)[C@@H](c1ccc(C#CCC3CCCC3)cc1)[C@@H]2CO

assay / entry | 1 | 2 | 3 | 4 | 5 | 6 | 7 | 8
C diff HTS | 0 | -2 | -3 | 71 | -4 | 5 | -1 | -31
Pf Dd2 inh | -2 | -8 | -37 | 6 | 11 | 13 | 35 | -18
T cruzi growth | 30 | 31 | 86 | · | 49 | 9 | 27 | ·
GASC1 inh | -3.9 | -3.9 | -2.7 | -2.3 | 2.5 | -1.0 | -0.3 | -0.1

[9] Cc1noc(C)c1NC(=O)N[C@H]1C=C[C@H](CC(=O)NCc2ccc(Cl)c(Cl)c2)O[C@@H]1CO
[10] COc1ccc(CNC(=O)C[C@H]2C[C@H]3c4cc(NC(=O)CC5CC5)ccc4O[C@H]3[C@@H](CO)O2)cc1
[11] CNC[C@@H]1Oc2ccc(NC(=O)CCN3CCOCC3)cc2CC(=O)N([C@H](C)CO)C[C@@H]1C
[12] Cc1noc(C)c1NC(=O)N(C)C[C@@H]1Oc2ccc(NC(=O)NC(C)C)cc2C(=O)N([C@@H](C)CO)C[C@@H]1C
[13] CCCNC(=O)C[C@@H]1CC[C@@H]2[C@H](COC[C@H](O)CN2S(=O)(=O)c2ccc(Oc3ccccc3)cc2)O1
[14] O=C(c1ccc(F)cc1)N1CCCCN2[C@@H](CO)[C@@H](c3ccc(/C=C/c4ccccc4)cc3)[C@@H]2C1
[15] C[C@@H]1CN([C@@H](C)CO)S(=O)(=O)c2ccc(Br)cc2O[C@H]1CN(C)C
[16] Cc1noc(C)c1NC(=O)Nc1ccc2c(c1)C(=O)N([C@@H](C)CO)C[C@H](C)[C@H](CN(C)S(=O)(=O)c1ccc(Cl)cc1)OCCCC[C@@H](C)O2

assay / entry | 9 | 10 | 11 | 12 | 13 | 14 | 15 | 16
C diff HTS | -1 | -5 | -2 | -4 | 5&2 | 17 | -2 | -11
Pf Dd2 inh | 22 | 27 | 21 | 6 | -4 | -56 | 3 | -71
T cruzi growth | -61 | 3 | 12 | -27 | -20 | 112* | 15 | 79
GASC1 inh | -0.7 | 0.4 | · | -4.1 | -2.2 | -0.7 | 1.1 | 0.0

[17] C[C@@H]1CN([C@H](C)CO)C(=O)c2cc(N(C)C)ccc2O[C@H]1CN(C)Cc1ccc(Oc2ccccc2)cc1
[18] COCC(=O)Nc1ccc2c(c1)OC[C@@H](C)N(Cc1ccccn1)C[C@@H](C)[C@H](OC)CN(C)C2=O
[19] Cc1noc(C)c1NC(=O)Nc1ccc2c(c1)C(=O)N([C@H](C)CO)C[C@@H](C)[C@@H](CN(C)C(=O)Nc1ccc3c(c1)OCO3)OCCCC[C@@H](C)O2
[20] O=C(C[C@@H]1C[C@@H]2c3cc(NC(=O)c4ccc5c(c4)OCO5)ccc3O[C@@H]2[C@H](CO)O1)NCc1cccnc1
[21] CCCN(C)C[C@H]1OCCCC[C@@H](C)Oc2ccc(NC(=O)NC(C)C)cc2C(=O)N([C@@H](C)CO)C[C@H]1C
[22] COc1ccc(S(=O)(=O)N(C)C[C@@H]2Oc3ccc(NS(=O)(=O)c4ccc(Cl)cc4)cc3C(=O)N([C@H](C)CO)C[C@H]2C)cc1
[23] COc1cccc(CN2[C@@H]3CNC[C@H]2C3c2ccc(-c3cccnc3)cc2)c1 (some centres not stated)
[24] CCCN1[C@@H]2Cn3c(ccc(-c4ccc(F)cc4)c3=O)[C@H]1[C@@H](C(=O)NCC1CC1)[C@@H]2CO

assay / entry | 17 | 18 | 19 | 20 | 21 | 22 | 23 | 24
C diff HTS | -7 | · | -3 | · | -2 | · | 2 | -5
Pf Dd2 inh | -24 | 10 | -21 | -7 | -79 | 12 | -18 | 4
T cruzi growth | 60 | -9 | -10 | 9 | 9 | -90 | · | -24
GASC1 inh | 3.4 | 0.3 | 0.6 | -1.5 | 0.3 | -0.9 | -0.6 | -1.4

[25] C[C@H]1CN([C@@H](C)CO)C(=O)c2cc(C#Cc3ccccc3F)cnc2O[C@@H]1CN(C)S(C)(=O)=O
[26] C[C@H](CO)N1C[C@H](C)[C@@H](CN(C)C(=O)c2ccccc2)OCCCC[C@H](C)Oc2ccc(NC(=O)Nc3ccc(F)cc3)cc2C1=O
[27] CCCC#Cc1ccc(CC[C@H]2O[C@H]3CC[C@@H](CO)O[C@H]3C[C@H]2NC(=O)c2cnccn2)cc1
[28] O=C(Nc1ccc(F)cc1)N1CCCCN2[C@@H](CO)[C@@H](c3ccc(C#CC4CC4)cc3)[C@@H]2C1
[29] C[C@@H]1CN([C@@H](C)CO)C(=O)c2cc(NC(=O)CCC(F)(F)F)ccc2O[C@@H](C)CCCCO[C@@H]1CN(C)C(=O)Cc1ccccc1
[30] O=C(C[C@H]1C[C@H]2c3cc(NC(=O)c4ccc5c(c4)OCO5)ccc3O[C@H]2[C@@H](CO)O1)NCc1cccnc1
[31] C[C@@H]1CCCCO[C@H](CN(C)S(=O)(=O)c2cn(C)cn2)[C@@H](C)CN([C@H](C)CO)C(=O)c2cc(NC(=O)c3ccccc3)ccc2O1
[32] CC(C)NC(=O)Nc1ccc2c(c1)C(=O)N([C@H](C)CO)C[C@@H](C)[C@@H](CN(C)Cc1ccc(C(F)(F)F)cc1)OCCCC[C@H](C)O2

assay / entry | 25 | 26 | 27 | 28 | 29 | 30 | 31 | 32
C diff HTS | · | 3 | 9 | 52 | -1 | · | 2 | 5
Pf Dd2 inh | -20 | 35 | -13 | -53 | -36 | 0 | 26 | ·
T cruzi growth | 70 | 56 | · | 97* | 27 | 10 | -31 | ·
GASC1 inh | 0.6 | -1.1 | · | 1.0 | 0.3 | -1.1 | -0.2 | -0.6

[33] O=C(C[C@@H]1CC[C@H]2[C@@H](COC[C@@H](O)CN2Cc2cc(F)ccc2F)O1)N1CCc2ccccc2C1
[34] O=C([C@H]1N[C@H]2c3ccc(-c4ccccc4)c(=O)n3C[C@H]2[C@@H]1CO)N1CCOCC1
[35] O=C(Cc1ccccn1)N1CC(=O)N2[C@H](C1)[C@@H](c1ccc(C#CCC3CCCC3)cc1)[C@@H]2CO
[36] CC(C)NC(=O)N(C)C[C@H]1Oc2ccc(NC(=O)C3CCCCC3)cc2CC(=O)N([C@@H](C)CO)C[C@H]1C
[37] CC(C)C(=O)Nc1ccc2c(c1)C(=O)N(C)[C@H]1CC[C@H](CC(=O)NCCCN(C)C)O[C@@H]1CO2
[38] O=C(C[C@@H]1C=C[C@H](NC(=O)C2CCC2)[C@H](CO)O1)NCc1ccccc1Cl
[39] CN(C)C(=O)c1cccc(-c2ccc([C@H]3[C@H](CO)N4C(=O)CN(C(=O)C5CCC5)C[C@@H]34)cc2)c1
[40] CC(=O)NC[C@H]1[C@H](c2ccccc2)[C@@H](CO)N1C(=O)Cc1ccncc1

assay / entry | 33 | 34 | 35 | 36 | 37 | 38 | 39 | 40
C diff HTS | 3&-6 | -7 | -12 | -2 | 14 | -1 | -2 | -7
Pf Dd2 inh | 12 | 18 | -7 | 20 | -10 | -7 | -3 | -10
T cruzi growth | 14 | -9 | · | 15 | -1 | · | · | 33
GASC1 inh | 0.4 | 0.9 | -0.4 | 1.3 | 1.5 | 1.4 | 0.4 | 2.5

Five records drawn at random from those above:
[13] CCCNC(=O)C[C@@H]1CC[C@@H]2[C@H](COC[C@H](O)CN2S(=O)(=O)c2ccc(Oc3ccccc3)cc2)O1
[33] O=C(C[C@@H]1CC[C@H]2[C@@H](COC[C@@H](O)CN2Cc2cc(F)ccc2F)O1)N1CCc2ccccc2C1
[36] CC(C)NC(=O)N(C)C[C@H]1Oc2ccc(NC(=O)C3CCCCC3)cc2CC(=O)N([C@@H](C)CO)C[C@H]1C
[28] O=C(Nc1ccc(F)cc1)N1CCCCN2[C@@H](CO)[C@@H](c3ccc(C#CC4CC4)cc3)[C@@H]2C1
[15] C[C@@H]1CN([C@@H](C)CO)S(=O)(=O)c2ccc(Br)cc2O[C@H]1CN(C)C

assay / entry | 13 | 33 | 36 | 28 | 15
C diff HTS | 5&2 | 3&-6 | -2 | 52 | -2
Pf Dd2 inh | -4 | 12 | 20 | -53 | 3
T cruzi growth | -20 | 14 | 15 | 97* | 15
GASC1 inh | -2.2 | 0.4 | 1.3 | 1.0 | 1.1

(cont.)
[41] C[C@@H]1CN([C@H](C)CO)C(=O)c2cc(NS(=O)(=O)c3cn(C)cn3)ccc2O[C@H]1CN(C)S(=O)(=O)c1cn(C)cn1
[42] CC(C)CC#Cc1ccc2c(c1)O[C@@H](CN(C)S(=O)(=O)c1ccc(F)cc1)[C@H](C)CN([C@H](C)CO)S2(=O)=O
[43] CN1C(=O)c2cc(NC(=O)c3ccccc3)ccc2OC[C@H]2O[C@@H](CC(=O)NCC3CC3)CC[C@H]21
[44] C[C@@H]1CN([C@H](C)CO)C(=O)c2cc(NC(=O)CCN3CCOCC3)ccc2O[C@@H]1CN(C)Cc1ccncc1
[45] COCC(=O)Nc1ccc2c(c1)[C@@H]1C[C@H](CC(=O)NCc3ccccc3F)O[C@H](CO)[C@@H]1O2
[46] CC(=O)N1[C@@H]2c3ccc(-c4cncnc4)c(=O)n3C[C@H]1[C@H](CO)[C@H]2C(=O)NC1Cc2ccccc2C1
[47] Cc1noc(C)c1NC(=O)Nc1ccc2c(c1)C(=O)N([C@@H](C)CO)C[C@H](C)[C@@H](CN(C)Cc1ccc(C(F)(F)F)cc1)OCCCC[C@H](C)O2
[48] Cc1ccc(S(=O)(=O)N(C)C[C@H]2Oc3ccc(NC(=O)Nc4ccc(C(F)(F)F)cc4)cc3C(=O)N([C@@H](C)CO)C[C@H]2C)cc1

assay / entry | 41 | 42 | 43 | 44 | 45 | 46 | 47 | 48
C diff HTS | · | 5 | 16 | -3 | · | -2 | 10 | 4
Pf Dd2 inh | 12 | -67 | -7 | 5 | -22 | 13 | 19 | 0
T cruzi growth | 7 | · | -8 | 17 | 9 | 5 | 10 | 56
GASC1 inh | 0.4 | -0.2 | -1.9 | -0.4 | -0.8 | -3.7 | 0.5 | -2.6

[49] C[C@@H]1CN([C@@H](C)CO)C(=O)c2cc(/C=C/c3ccccc3)cnc2O[C@H]1CN(C)C(=O)Nc1ccccc1F
[50] C[C@@H]1CN([C@@H](C)CO)C(=O)c2cc(NC(=O)c3ccccc3)ccc2O[C@@H](C)CCCCO[C@@H]1CN(C)Cc1ccncc1
[51] C[C@H]1CN([C@@H](C)CO)C(=O)c2cc(NC(=O)Cn3cnnn3)ccc2O[C@@H]1CN(C)Cc1ccc(-c2ccccc2)cc1
[52] O=C(N[C@H]1CC[C@H](CC(=O)N2CCc3ccccc3C2)O[C@H]1CO)C1CC1
[53] O=C(Cc1ccccc1)N1C[C@@H]2[C@H](c3ccccc31)[C@@H](CO)N2C(=O)C1CCCC1
[54] O=C(C[C@H]1CC[C@@H]2[C@H](COC[C@@H](O)CN2C(=O)Nc2ccc(Cl)c(Cl)c2)O1)NC1CCC1
[55] COC(=O)[C@H]1[C@H](CO)[C@H]2Cn3c(ccc(/C=C/c4ccccc4)c3=O)[C@H]2N1C(=O)c1cnccn1
[56] C[C@H](CO)N1C[C@H](C)[C@@H](CN(C)Cc2ccc(C(=O)O)cc2)OCCCC[C@H](C)Oc2ccc(NC(=O)c3ccncc3)cc2C1=O
[57] O=C(Cc1cccnc1)N1CC(=O)N2[C@@H](CO)[C@H](c3ccc(C#CC4CCCC4)cc3)[C@@H]2C1
[58] CN(C)CCCNC(=O)[C@H]1[C@H](CO)[C@H]2Cn3c(ccc(-c4cccc(F)c4)c3=O)[C@@H]1N2C

assay / entry | 49 | 50 | 51 | 52 | 53 | 54 | 55 | 56 | 57 | 58
C diff HTS | -11 | -8 | -6 | -1 | 0 | 48&-58 | 4 | -7 | -3 | -4
Pf Dd2 inh | -51 | -77 | 3 | 15 | -1 | · | -11 | 66 | -22 | -17
T cruzi growth | 126* | 114* | -31 | · | 21 | -51 | 101* | 55 | · | 2
GASC1 inh | -4.0 | 1.4 | 0.9 | -1.5 | -1.5 | -1.5 | -2.1 | 1.6 | 0.0 | 1.1
